Screens from PubChem BioAssay.
DENV2 CPE: inhibitors of DENV2 cytopathic effect, primary screen, cell-based, plate reader, single concentration. DENV2-infected cells, cytopathic effect rescue. CPE inhibition, % at 9.99 µM. actives 1.7% (n = 350,000). AID 651640, 2012; in the data active = CPE inhibition above about 20%, passing the limit was not always enough; inconclusive = no clear call, values can overlap the other calls; tested in BHK-21 cells;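 also: 0% = median of neutral control wells and 100% = median of positive control wells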
ERAP1 HTS inh: human ERAP1 aminopeptidase inhibitors, primary screen, biochemical, single point, plate reader | actives 0.15% (n = 340,000) | inhibition, % at 10.7 µM | AID 652197, 2013 | recombinant ERAP1, Leu-AMC fluorescence, 60 min;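 active = mean replicate inhibition of at least 30%, or all replicates individually reaching that 30% level; inactive = mean below 30% and not every replicate reaching it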;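 also: 0% = neutral control wells and 100% = L-leucinethiol positive control wells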
miR122 inh: miR-122 Renilla sensor signal increase in Huh7, primary screen, miR-122 inhibitor project, cell-based, single point, plate reader | AID 602342, 2012 | activation (reporter increase), % at 12.5 µM | Huh7 miR-122 Renilla luciferase sensor, 48 h; neutral wells = 0, positive control = 100 | actives 0.3% (n = 340,000);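 active = mean replicate activation score at least 90 and every replicate individually at or above 90; inconclusive = only one of the two criteria met; inactive = neither criterion met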;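 also: higher luciferase means less miR-122 activity so hits act as miR-122 inhibitors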
Casp6 inh: human caspase-6 inhibitors, primary screen, biochemical, VEID-R110 fluorescence, single point, set 2 | purified caspase-6, Z-VEID-R110 cleavage fluorescence | actives 0.53% (n = 350,000) | inhibition, % at 12.5 µM | P55212;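 active = mean inhibition across replicates at least about 35%, with every replicate also reaching that limit, limit read from the data; inconclusive = only one of the two criteria met; inactive = neither criterion met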;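 also: 0% = median of neutral control wells and 100% = no fluorescence left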
Target sequence (P55212 24-179 limits assumed): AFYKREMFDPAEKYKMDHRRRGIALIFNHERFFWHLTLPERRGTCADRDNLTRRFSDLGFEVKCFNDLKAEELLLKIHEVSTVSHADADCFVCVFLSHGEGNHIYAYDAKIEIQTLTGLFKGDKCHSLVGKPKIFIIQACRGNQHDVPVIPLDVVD
Target sequence (P55212 194-293 limits assumed): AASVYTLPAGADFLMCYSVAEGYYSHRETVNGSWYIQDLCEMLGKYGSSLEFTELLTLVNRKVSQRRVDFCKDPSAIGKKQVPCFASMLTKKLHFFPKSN
SIRT5 block: SIRT5 desuccinylase inhibitors, primary screen, biochemical, fluorescence imaging, single point, set 5. NAD-dependent protein deacylase sirtuin-5, mitochondrial (Homo sapiens), Q9NXA8. Purified SirT5, succinyl-peptide AMC, trypsin-coupled fluorescence. inhibition, % at 15 µM. actives 1.1% (n = 330,000); in the data active = inhibition above about 15%; inconclusive = no clear call, values can overlap the other calls
Target sequence (Q9NXA8 whole entry, looked up): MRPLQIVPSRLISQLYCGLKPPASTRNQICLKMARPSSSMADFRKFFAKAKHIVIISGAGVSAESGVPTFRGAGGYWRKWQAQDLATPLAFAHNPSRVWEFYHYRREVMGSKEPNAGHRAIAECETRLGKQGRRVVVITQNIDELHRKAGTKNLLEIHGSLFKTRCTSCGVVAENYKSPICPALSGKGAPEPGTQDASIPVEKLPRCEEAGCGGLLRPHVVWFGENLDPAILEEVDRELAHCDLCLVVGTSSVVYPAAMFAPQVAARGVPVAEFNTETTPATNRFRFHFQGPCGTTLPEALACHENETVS
F508del corr: F508del CFTR correction, initial screen, CFBE line, single point; CFBE cells, YFP halide quenching; stimulated with forskolin plus potentiator P3; % fluorescence drop versus neutral controls; AID 720511, 2013; actives 0.36% (n = 350,000); activity (quench increase), % at 7.58 µM;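 active = mean added fluorescence quench of at least 8% versus neutral control, with both replicates also reaching 8%; inconclusive = only one of the mean or replicate conditions met; inactive = mean below 8% and not both replicates reaching 8%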;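 also: cells transiently co-express mutant CFTR-F508del with the halide-sensitive YFP; corrector assay measuring rescue of mutant channel to the surface after 24 h compound exposure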
ERp5 block: inhibitors of ERp5-driven insulin aggregation, primary screen, biochemical, turbidity, absorbance 650 nm, single point. inhibition, % at 9.99 µM. actives 0.05% (n = 350,000). Protein disulfide-isomerase A6 (Homo sapiens), Q15084. 90 min;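 active = mean replicate inhibition above about 25%, with every replicate also reaching it, limit read from the data, passing the limit was not always enough; inconclusive = only one of those two criteria met; inactive = neither criterion met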
Starred values were filed as active, the others as inactive; ? = inconclusive; . = not tested or not shown; [ ] = dose if it differs, or a comment. Rows were taken by chance; about 4% have a hit in one of these screens.

SMILES	DENV2 CPE	ERAP1 HTS inh	miR122 inh	Casp6 inh	SIRT5 block	F508del corr	ERp5 block
COCCCn1c(=O)c2sccc2n(Cc2ccccc2C)c1=O	-3.0	-5.2	-1.2	-4.5	-5.1	3.1	0.7
O=C(CCS(=O)(=O)c1cc2c(cc1Cl)NC(=O)CO2)NCc1ccccc1	5.4	-0.6	-2.7	-2.5	-2.2	1.3	-1.9
CN(C)CCn1c(=O)n(-c2cccc(Cl)c2)c(=O)c2c3c(sc21)CCCCC3	-10.0	.	.	-1.3	1.0	1.7	-3.1
Cc1cc(-c2nnc(SCC(=O)NC3CC3)n2C(C)C)cs1	-11.1	2.2	-10.4	5.4	-2.1	2.3	4.1
CCOC(=O)C[C@H]1c2cc(F)ccc2S(=O)(=O)N1C(C)(C)C	-6.1	-4.7	8.1	-0.4	8.0	0.0	6.6
CC(C)NC(=S)N/N=C/c1ccc(N2CCOCC2)cc1	3.8	-10.6	12.8	0.0	-4.4	1.0	0.4
C[C@H](O)[C@@H]1C(=O)N2CCc3c([nH]c4ccccc34)[C@@H]2C[C@@H]1N(C)C(=O)OCc1ccccc1	-5.9	-0.1	.	-1.7	-3.8	2.1	3.4
COc1cc(C(=O)N2C(=O)CCC2=O)cc(OC)c1OC	0.6	0.6	-8.8	-1.8	0.2	0.5	-0.8
CC(C)NC(=O)Nc1ccc2c(c1)CC(=O)N([C@H](C)CO)C[C@H](C)[C@@H](CN(C)C(=O)Nc1ccccc1)O2	9.9	0.6	-7.9[16.7 µM]	-0.1	3.8	-3.0	5.2
CCCCn1nnnc1SCC(=O)c1ccccc1F	1.3	-2.5	.	-0.9	-0.1	0.6	0.1
C[C@@H]1CN([C@H](C)CO)C(=O)c2cccc(NC(=O)Nc3ccc(F)cc3)c2O[C@@H]1CN(C)C(=O)Nc1ccc2c(c1)OCO2	-4.5	-5.0	2.6[16.7 µM]	3.0	6.0	-0.9	-2.5
CCNC(=O)C1CCCN(C(=O)c2ccc(OC)c(OC)c2)CC1 (stereo not drawn)	7.2	4.4	-0.1	-0.9	16.8*	0.0	1.8
CCCOc1ccc(N2C(=O)CC(SCc3nc4ccccc4[nH]3)C2=O)cc1 (stereo not drawn)	8.9	5.3	.	0.7	0.8	2.2	-3.0
Cc1cccc(C(=O)NCC(=O)NNC(=O)c2ccccc2O)c1	8.1	-1.1	1.4	-1.2	-0.6	-1.3	-1.9
CCCNC(=O)Nc1ccc2c(c1)C(=O)N(C)C[C@@H](OC)[C@H](C)CN(C(=O)C1CC1)[C@H](C)CO2	3.4	-1.6	.	4.2	-2.3	-3.9	-1.3
CO[C@@H]1CN(C)C(=O)c2cc(NC(=O)c3ccno3)ccc2OC[C@H](C)N(S(C)(=O)=O)C[C@H]1C	-5.8	-8.6	.	-1.4	-1.2	-1.3	0.5
C[C@@H]1CN([C@@H](C)CO)C(=O)c2cc(NC(=O)NC3CCCCC3)ccc2O[C@H]1CN(C)C(=O)Nc1ccc2c(c1)OCO2	-0.8	1.7	-15.3[16.7 µM]	-2.0	2.0	-0.3	-2.5
Cc1ccc(SCC(=O)Nc2ccc(S(N)(=O)=O)cc2)cc1	4.6	2.7	.	-0.1	0.4	0.7	9.9
COc1ccccc1NC(=O)c1c([N+](=O)[O-])c(C(C)(C)C)nn1C	-0.8	2.0	5.5	2.0	-0.4	-0.8	3.2
O=S(=O)(Nc1ccc2c3c(cccc13)CC2)c1ccccc1	-5.2	-2.0	1.7	-2.6	.	2.0	4.8
CC1CCCCN1Cc1c(O)ccc2c(=O)c(-c3ccccc3)coc12 (stereo not drawn)	-3.4	6.3	.	-0.1	-12.3	1.9	0.2
CCC(C)c1ccc(NC(=O)NCCN2CCCCC2)cc1 (stereo not drawn)	29.7*	1.1	1.6	-7.0	.	-2.6	2.4
COc1ccc(-c2csc(C(O)c3cccc(OC)c3)n2)cc1 (stereo not drawn)	52.0*	7.4	-3.2	-0.6	.	-1.0	5.0
Cc1ccc(S(=O)(=O)N[C@H]2CC[C@H](CC(=O)N3CCc4ccccc4C3)O[C@@H]2CO)cc1	3.1	-1.6	-2.3[16.7 µM]	1.5	-1.6	-3.3	1.8
CC(Sc1ncc(C(F)(F)F)cc1Cl)C(=O)NC(N)=O (stereo not drawn)	1.0	-2.2	-5.9	-0.3	1.9	2.3	5.5
O=C(NC1CCC1)[C@@H]1[C@@H](CO)[C@@H]2Cn3c(ccc(-c4ccccc4)c3=O)[C@H]1N2	1.0	-0.5	-1.2[16.7 µM]	1.5	-30.7	2.5	-11.0
CC1Cc2ccccc2N1C(=O)c1ccc(N2CCCC2)c([N+](=O)[O-])c1 (stereo not drawn)	1.0	-1.3	-1.0	2.6	0.7	-3.5	-1.7
CC(C)(C)NC(=O)c1cccc(NC(=O)Cc2cccs2)c1	-13.6	6.4	.	0.3	-1.4	-1.2	2.6
CC1CC(C)CN(c2oc(-c3ccccc3F)nc2C#N)C1 (stereo not drawn)	3.1	-0.5	5.1	-1.4	-4.4	0.8	1.5
CCCn1c2ccc(F)cc2c2nnc(NN)nc21	0.3	3.1	.	0.6	-0.5	2.3	0.4
Cn1c(N)c(C(=O)COC(=O)c2ccc3c(c2)C(=O)N(c2ccc(Cl)cc2)C3=O)c(=O)n(C)c1=O	.	4.0	.	7.8	-3.6	-0.8	-5.0
Cc1onc(-c2ccccc2)c1C(=O)OCC(=O)Nc1cc(S(=O)(=O)N2CCOCC2)ccc1Cl	-2.2	-0.2	.	5.8	-1.9	-0.4	6.2
COCC(=O)Nc1ccc2c(c1)C(=O)N(C)[C@@H]1CC[C@@H](CC(=O)O)O[C@@H]1CO2	0.1	.	-20.8[16.7 µM]	.	.	1.0	.
CCN=c1sc(C(=O)Nc2ccccc2)c(C)n1CC	7.1	0.2	.	67.5*	-2.2	0.4	-2.4
O=C(Nc1cc(C(F)(F)F)ccc1Cl)c1cccc(N2C(=O)CCC2=O)c1	13.6	1.5	-5.0	-3.3	-2.3	1.9	4.6
Cc1nc2ccccn2c1C(=O)N/N=C/c1ccccc1Cl	-5.5	-2.4	-4.6	-1.6	-1.6	-0.9	1.7
O=C(NCC[C@@H]1CC[C@@H](NS(=O)(=O)Cc2ccccc2)[C@@H](CO)O1)C1CCCC1	-3.0	0.1	10.3[16.7 µM]	0.3	1.1	-0.7	0.7
COc1ccc(S(=O)(=O)N(C)C[C@@H]2OCCCC[C@H](C)Oc3ccc(NC(=O)CCC(F)(F)F)cc3C(=O)N([C@@H](C)CO)C[C@@H]2C)cc1	-1.8	-3.3	-2.5[16.7 µM]	-2.9	3.1	1.5	-1.1
COCCn1c(SCC(=O)Nc2ccccc2F)nnc1-c1ccoc1C	1.2	0.5	0.0	-1.1	0.7	3.4	0.4
C/C(=C\c1cc2ccccc2o1)C1Nc2cccc3cccc(c23)N1	?	2.6	.	1.4	.	0.1	5.9
COc1ccc(N2CCN(C(=O)CN(C)S(=O)(=O)c3cc(C)ccc3OC)CC2)cc1	.	-2.3	0.4	.	19.4*	0.8	-8.3
CC(=O)N1[C@H](C(=O)N2CCCCC2)[C@@H](CO)[C@@H]2Cn3c(ccc(C4=CCCC4)c3=O)[C@@H]21	4.4	1.2	-2.0[16.7 µM]	3.0	-4.6	-0.1	-4.6
O=C1CN(C(=O)c2ccccc2F)C(c2ccccc2)c2cc(F)ccc2N1 (stereo not drawn)	-2.1	-2.2	-4.3	-0.3	-1.1	0.0	-14.2
CCCC(=O)N1CC2(CN(C(=O)NC(C)C)C2)c2c([nH]c3cc(OC)ccc23)[C@@H]1CO	10.1	-2.5	.	1.0	-4.0	-1.2	-7.2
CC(=O)OCC(=O)NCC1CCN(C(=O)C(=O)c2cc3ccccc3o2)CC1	-4.6	-1.7	.	-3.3	.	-1.9	4.6
CCOC(=O)c1ccc(-c2c(-c3cc(OC)c(OC)c(OC)c3)noc2C)cc1F	?	3.3	19.0	2.4	.	16.2*	-2.0
C[C@@H]1CCCCO[C@@H](CN(C)S(=O)(=O)c2cccs2)[C@@H](C)CN([C@H](C)CO)C(=O)c2cc(NC(=O)CCCCCC(=O)Nc3ccccc3N)ccc2O1	1.6	1.2	2.4[16.7 µM]	0.3	1.8	2.7	6.0
O=C(Nc1cc(Cl)ccc1Cl)P(=O)(O)c1ccccc1	3.6	1.8	-2.7	-0.8	.	0.6	-1.2
C[C@H]1CN([C@@H](C)CO)C(=O)c2cc(NC(=O)Cn3cnnn3)ccc2O[C@@H]1CN(C)C(=O)Nc1ccc(C(F)(F)F)cc1	13.7	0.0	3.3[16.7 µM]	-2.8	10.8	-1.1	4.0
COc1ccccc1CNS(=O)(=O)c1ccc2c(c1)NC(=O)CS2	-3.2	-0.2	.	0.2	-4.1	-0.8	0.0
COc1ccc(Cl)cc1NC(=O)CN(C)C(=O)c1cn(-c2ccccc2)nc1-c1cccs1	3.9	-1.6	6.6	0.0	-0.5	.	2.5
COc1ccc(NC(=O)COc2ccccc2Cc2ccccc2)cc1S(=O)(=O)N1CCOCC1	-2.6	0.1	.	3.2	-0.5	1.9	1.1
Cc1ccc(NC(=O)CCC(=O)NNC(=S)Nc2ccc(F)cc2)c(C)c1	8.0	-0.4	.	5.7	-0.1	0.6	0.5
COc1ccc(NC(=O)CSc2nc3ccccc3c(=O)n2CCNC(C)=O)cc1	.	-1.7	-1.0	-2.6	-1.3	.	-6.3
CCc1ccc(NC(=S)N2CCC(NC(=O)c3ccccc3)CC2)cc1	1.9	-3.5	-1.2	-1.5	-0.9	-0.9	3.0
O=C1c2cccnc2C(Nc2ccc(F)c(Cl)c2)N1Cc1cccs1 (stereo not drawn)	-3.6	1.4	1.3	9.0	-2.0	4.4	1.0
Cc1ccc(NS(=O)(=O)N2CCOCC2)cc1Cl	4.6	0.4	26.6	-0.3	1.6	-0.6	3.1
CC(C)NC(=O)N1CCCCN2[C@H](CO)[C@@H](c3ccc(C#C[C@H](C)O)cc3)[C@H]2C1	-3.3	0.3	0.5[16.7 µM]	-6.8	-5.6	-0.4	-2.3
COc1ccc2c(-c3ccccc3)cc(SCC(=O)NC(N)=O)nc2c1	-0.6	-1.8	1.8	.	1.3	3.0	0.2
Cc1cc(/C=N/NC(=O)c2ccc(O)cc2)c(C)n1C1CC1	5.1	0.7	-1.4	-0.5	4.2	0.3	2.7
